D2 ag: HTS Assay for Allosteric Agonists of the Human D2 Dopamine Receptor: Primary Screen for Agonists | activation, % at 2 µM | D(2) dopamine receptor (Homo sapiens), P14416 | 340,000 compounds, 0.53% hits | HEK293 T-REx D2 cells, calcium flux agonist mode;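 active = activation over 3 SD above normal in the single-dose calcium agonist read, cut at about 30% in these data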; also: 0% is about no effect
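In this primary screen, compounds producing a positive calcium signal within 180 s of addition to tetracycline-induced, force-coupled HEK293 Trex D2 cells are flagged; cells are dye-loaded with a no-wash calcium kit beforehand.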
D1 agonist: Allosteric Agonists of the Human D1 Dopamine Receptor: qHTS; D(1A) dopamine receptor (Homo sapiens), P21728; HEK293 T-REx D1 cells, calcium flux, agonist mode; activation, % at 2 µM; 360,000 compounds, 1% hits; also: 0% is about no effect
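Inducible HEK293 T-REx D1 cells, force-coupled to calcium signalling, were plated at 4000 cells/well with tetracycline and held overnight at 30 C. After no-wash calcium dye loading, compound-evoked calcium rise over 180 s flagged agonists.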
TRHR agonist: qHTS for Small Molecule Agonists and Allosteric Enhancers of Human TRH Receptor: Primary Screen for Agonists | 360,000 compounds, 0.18% hits | TRHR cells, calcium flux fluo-8, FDSS agonist mode | Thyrotropin-releasing hormone receptor (Homo sapiens), P34981 | activation, % at 2 µM | AID 493084, 2011; also: 0% is about no effect
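TRHR-expressing cells loaded with fluo-8 calcium dye; 23 nL library compound pin-transferred, kinetic FDSS fluorescence (Ex 480/Em 530) recorded about 180 s for agonist-induced calcium release, before a 10 nM TRH EC20 addition for potentiator mode.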
RXFP1 antagonist: qHTS Assay for Antagonists of the Relaxin Receptor RXFP1. activity change, negative = inhibition, % at 57.5 µM. AID 1259400, 2018. 350,000 compounds, 0.59% hits. Relaxin receptor 1 (Homo sapiens), Q9HBX9. HEK293-RXFP1, relaxin-stimulated cAMP HTRF, 30 min; active compounds read low;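 active = activity change of -60% or lower, but not beyond a set lower limit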; also: % is scaled to controls: 0 for no effect and ±100 for the full control effect
Target sequence (Q9HBX9 whole entry, looked up): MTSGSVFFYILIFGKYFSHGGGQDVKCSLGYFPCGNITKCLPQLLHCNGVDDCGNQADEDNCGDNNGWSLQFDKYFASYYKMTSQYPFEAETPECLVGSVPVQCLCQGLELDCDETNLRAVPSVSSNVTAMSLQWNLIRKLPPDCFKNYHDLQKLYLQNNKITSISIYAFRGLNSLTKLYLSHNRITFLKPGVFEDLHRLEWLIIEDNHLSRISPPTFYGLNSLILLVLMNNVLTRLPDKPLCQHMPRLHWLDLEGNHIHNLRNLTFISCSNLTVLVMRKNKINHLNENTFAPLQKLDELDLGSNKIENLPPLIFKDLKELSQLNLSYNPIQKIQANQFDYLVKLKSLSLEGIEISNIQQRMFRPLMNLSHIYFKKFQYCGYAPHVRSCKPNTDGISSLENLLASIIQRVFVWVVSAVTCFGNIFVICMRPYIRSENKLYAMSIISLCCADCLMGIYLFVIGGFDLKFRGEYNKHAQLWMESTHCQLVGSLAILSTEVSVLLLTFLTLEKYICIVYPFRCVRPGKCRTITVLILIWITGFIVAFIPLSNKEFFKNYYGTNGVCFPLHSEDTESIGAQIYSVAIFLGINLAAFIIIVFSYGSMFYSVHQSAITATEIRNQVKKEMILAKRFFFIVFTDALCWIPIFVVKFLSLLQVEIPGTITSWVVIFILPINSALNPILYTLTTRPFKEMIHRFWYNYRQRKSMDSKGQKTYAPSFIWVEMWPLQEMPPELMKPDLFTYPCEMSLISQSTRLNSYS
D1 antag: Antagonist of Human D 1 Dopamine Receptor: qHTS | D(1A) dopamine receptor (Homo sapiens), P21728 | HEK293 TREx D1 cells, calcium flux, dopamine EC80; active compounds read low | activity change, negative = inhibition, % at 10 µM | 360,000 compounds, 3.2% hits; in the data active = activity change below about -30%; also: % is scaled to controls: 0 for no effect and ±100 for the full control effect
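Tetracycline-induced HEK293 T-REx cells with force-coupled D1 receptor were loaded with a no-wash calcium dye. Compound was added after a 10 s baseline and read kinetically for 180 s; EC80 dopamine was then added and calcium flux followed another 180 s.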
D2 potentiator: HTS Assay for Positive Allosteric Modulators of the Human D2 Dopamine Receptor: Primary Screen for Potentiators; D(2) dopamine receptor (Homo sapiens), P14416; HEK293 T-REx D2, calcium flux, EC20 dopamine potentiation; potentiation, % at 10 µM; 340,000 compounds, 0.34% hits; AID 485347, 2010;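 active = potentiation over 3 SD above the plate norm, cut at about 30% in these data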; also: 0% is about no effect
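Tetracycline-induced Hek293 Trex D2 cells, force-coupled to calcium, loaded with no-wash calcium dye. Compound added with 180 s kinetic read for agonism, then EC20 dopamine and a further 180 s read for potentiation.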
D1 potentiator: Potentiators of Human D1 Dopamine Receptor: qHTS; HEK293 TREx D1 cells, calcium flux, dopamine EC20 potentiation; potentiation, % at 10 µM; 360,000 compounds, 0.036% hits; in the data active = potentiation above about 30%; also: 0% is about no effect
D2 antag: HTS Assay for Allosteric Antagonists of the Human D2 Dopamine Receptor: Primary Screen for Antagonists | D(2) dopamine receptor (Homo sapiens), P14416 | HEK293 TREx D2 cells, calcium flux, dopamine EC80 | 340,000 compounds, 2% hits | AID 485344, 2010 | inhibition, % at 10 µM; in the data active = inhibition above about 30%; also: 0% is about no effect
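Overnight-induced (tetracycline, 30 C) HEK293 T-REx cells carrying force-coupled D2 receive a no-wash calcium dye, then compound, then EC80 dopamine at 180 s; signals are read kinetically throughout.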
TRHR PAM: qHTS for Small Molecule Agonists and Allosteric Enhancers of Human TRH Receptor: Primary Screen for Enhancers; Thyrotropin-releasing hormone receptor (Homo sapiens), P34981; TRHR cells, fluo-8 calcium fluorescence, EC20 TRH enhancement; enhancement, % at 2 µM; 360,000 compounds, 0.66% hits; AID 493056, 2011; in the data active = enhancement above about 30%; also: 0% is about no effect
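TRHR-expressing cells loaded with fluo-8 calcium dye were read kinetically (ex 480/em 530) during compound addition, then stimulated with an EC20 of TRH (10 nM final). Enhancement of the Gq-mediated intracellular calcium response was scored.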
Numbers without * were called inactive; . = no result given. Rule as the data show it, unless noted: active = activation above about 30%; inactive = the rest.

Below each SMILES – D2 ag	D1 agonist	TRHR agonist	RXFP1 antagonist	D1 antag	D2 potentiator	D1 potentiator	D2 antag	TRHR PAM
- CCOc1ccc(C(=O)NCC(=O)NCC(c2cccs2)N2CCOCC2)cc1 (stereo not drawn)
    2.0	-1	-0.6	-2	-15	3	-5	0	-5
- COc1ccc(-c2c(NC(=O)C(C)C)n(C)c3ccccc3c2=O)cc1
    0.2	0	0.1	21	5	-2	-5	15	10
- CCN1CCN(Cc2c(O)ccc3c(C)cc(=O)oc23)CC1
    0.2	7	-0.9	0	-9	5	-2	-10	-2
- COc1ccc(CCNC(=O)CCCCn2c(=O)c3ccccc3n(Cc3ccccc3Cl)c2=O)cc1OC
    0.1	0	-1.1	.	5	-5	1	.	-8
- O=C(COC(=O)C1CC1)Nc1ccc2[nH]c(=O)[nH]c2c1
    1.0	1	0.5	-1	8	10	-1	0	6
- O=C(CSc1ccc([N+](=O)[O-])cn1)Nc1ccccc1N1CCOCC1
    -0.4	1	-0.4	-7	13	3	2	-1	1
- Cc1cccc(N2CCN(C(=O)c3ccc(NC(=O)c4nsc5ccccc45)cc3)CC2C)c1 (stereo not drawn)
    0.1	0	0.3	-12	-5	0	-4	.	4
- O=C(N/N=C/c1ccc(Br)o1)c1ccc2c(c1)OCCO2
    1.9	1	0.7	0	-17	-6	2	-11	-10
- C=CCN(CC=C)Cc1ccc(C(=O)OC)o1
    -0.3	3	0.7	-9	-2	15	-1	-25	2
- O=C(NCCc1ccccc1)C1CCN(S(=O)(=O)c2cccnc2)CC1
    0.0	2	0.3	.	13	0	2	-1	1
- O=c1[nH]c(Nc2ccc3c(c2)OCCO3)nnc1Cc1ccc(Cl)cc1
    0.0	-4	0.0	12	2	2	6	33*	-3
- CCCOc1ccc(CN(CCO)CCO)cc1[N+](=O)[O-]
    1.5	2	0.3	-8	5	-5	0	2	-2
- Cc1nnc(CN(C)C(=O)CC2C(=O)NCCN2Cc2ccccc2C)o1 (stereo not drawn)
    0.7	1	0.1	26	-1	-3	-4	0	1
- COc1ccccc1CN1CC(C(=O)NCc2nc3ccccc3n2C)CCC1=O (stereo not drawn)
    -2.0	2	0.0	-8	10	11	4	-7	2
- Cc1nnc(Nc2ccc3c(c2)ncn3C)c2ccccc12
    .	2	-1.0	-7	2	.	-2	.	-3
- COc1ccc(CCN2C(=O)c3oc4cc(C)cc(C)c4c(=O)c3C2c2ccccc2F)cc1OC (stereo not drawn)
    -0.3	-1	0.9	-4	4	.	2	.	0
- CCc1ccc(-c2ccc(C(=O)O)c(C)n2)cc1
    1.0	4	-0.5	-11	0	4	-1	-7	-2
- CCN(CC)C(=O)c1ccccc1NS(C)(=O)=O
    1.0	3	0.9	-38	-24	-4	-8	-21	5
- Cc1ccc(C)c(N2CCN(C(=O)c3cnn(-c4ccccc4Cl)c3C3CCN(C(=O)OC(C)(C)C)CC3)CC2)c1
    0.5	1	-0.4	-11	0	-1	-4	.	-7
- CCCCCCc1nnc(N)s1
    0.1	1	-0.7	21	-7	-5	-4	19	-2
- COc1ccc(OC(C)C(=O)N2CCC(C)CC2)cc1 (stereo not drawn)
    0.2	1	0.0	-2	4	-3	-3	3	5
- Cc1ccc(NC(=O)COC(=O)c2ccn(C)n2)cc1
    0.3	2	0.3	-20	-2	-7	-1	-2	0
- COc1cc2c(cc1OC)CN(C(=O)C1(c3ccccc3)CC1)CC2
    2.3	4	0.2	-2	23	-2	-3	-11	4
- COc1ccccc1C(=O)NC(=O)OCCn1c(C)cnc1[N+](=O)[O-]
    0.1	1	0.0	5	-3	0	0	-5	-4
- Cc1ccc(OC(=O)CCC(=O)Nc2ccc(Br)cc2)cc1
    0.0	5	0.4	-10	14	12	3	-5	7
- OCCN=Cc1c(O)[nH]c2ccccc12
    -0.4	-2	-0.4	-8	2	-6	-4	-11	3
- O=C(COc1ccccc1F)Nc1ccccc1C(=O)OCc1cc(=O)n2nc(C3CC3)sc2n1
    -1.9	0	-0.1	1	-12	-3	0	.	-3
- O=C(Nc1cc(S(=O)(=O)N2CCOCC2)ccc1N1CCCC1)c1ccc(Cl)cc1
    -0.7	2	-0.4	-7	8	0	-1	-1	1
- O=C(Nc1ccc([N+](=O)[O-])cc1)N1CCCCC1
    0.1	5	0.3	2	1	-1	-4	-10	5
- Cn1c2c(c(=O)n(C)c1=O)C(C(F)(F)F)(C(F)(F)F)N=C(c1ccccc1Cl)N2
    -0.4	7	1.0	-6	.	-3	-2	-3	1

Some of the entries above in another layout:
| canonical_smiles | D2 ag | D1 agonist | TRHR agonist | RXFP1 antagonist | D1 antag | D2 potentiator | D1 potentiator | D2 antag | TRHR PAM |
| --- | --- | --- | --- | --- | --- | --- | --- | --- | --- |
| OCCN=Cc1c(O)[nH]c2ccccc12 | -0.4 | -2 | -0.4 | -8 | 2 | -6 | -4 | -11 | 3 |
| O=C(COc1ccccc1F)Nc1ccccc1C(=O)OCc1cc(=O)n2nc(C3CC3)sc2n1 | -1.9 | 0 | -0.1 | 1 | -12 | -3 | 0 | . | -3 |

Further records follow:
Below each SMILES – D2 ag	D1 agonist	TRHR agonist	RXFP1 antagonist	D1 antag	D2 potentiator	D1 potentiator	D2 antag	TRHR PAM
- COc1ccc2nc(NC(C)=O)sc2c1
    -0.8	1	0.5	-12	27	3	-3	-21	2
- Cc1ccc(S(=O)(=O)Nc2nncs2)cc1
    0.0	4	0.6	3	-17	-6	-3	5	-2
- O=C(c1nn2c(C(F)(F)F)cc(-c3ccccc3)nc2c1Cl)N1CCOCC1
    1.2	0	-2.7	0	3	-6	-2	-9	-13
- Cc1c(OCC(=O)N(C)C)ccc2c(-c3ccccc3)cc(=O)oc12
    -0.1	0	-0.1	-1	-21	-6	-1	3	-3
- O=C(Cn1cc(S(=O)(=O)N2CCN(c3ccccc3F)CC2)c2ccccc2c1=O)Nc1cccc(C(F)(F)F)c1
    1.9	5	2.1	.	-3	8	-2	.	-2
- Cn1c(=O)n(CCOc2ccc([N+](=O)[O-])cc2)c2ccccc21
    -1.7	0	-0.4	-17	-59*	3	-12	-11	11
- COc1cc2c(cc1OC)CN(S(=O)(=O)/C=C/c1ccccc1)CC2
    -0.3	3	0.6	-1	7	7	-4	16	3
- Cc1cc(=O)oc2cc(NC(=S)NCc3cccnc3)ccc12
    -0.3	0	0.1	4	14	-8	-6	10	3
- CCN(C(=O)c1cccs1)C1CCS(=O)(=O)C1 (stereo not drawn)
    -0.5	3	2.4	7	-8	20	5	-12	1
- Cc1c(CN2CCC(CO)(CCOc3ccccc3)CC2)[nH]c2ccc(Cl)cc12
    0.8	25	2.1	-39	-3	-14	-7	11	36*
- CCOC(=O)c1ccccc1NC(=O)c1cc2sccc2n1C
    -1.0	1	-0.6	1	7	0	-5	-11	-4
- Cc1ccc(Cl)cc1N1CCN(S(=O)(=O)c2cc(Br)cc3c2N(C(=O)C2CC2)CC3)CC1
    -1.3	3	0.1	.	-2	1	-1	.	-3
- COc1cccc(C(=O)OCc2ccccc2C#N)c1O
    .	7	-0.5	-2	-1	.	-5	.	3
- CC(C)(Oc1ccc(-c2ccco2)cc1)C(=O)O
    0.3	4	0.1	.	-46*	5	5	22	-4
- CNc1csc(C)c(C)c1=O
    -0.7	4	1.0	-3	3	0	-10	12	1
- COc1cc(NC(=O)c2cc([N+](=O)[O-])ccc2NC(=O)CN2CCN(c3ccccn3)CC2)cc(OC)c1
    .	-1	-0.4	-32	-2	.	-2	.	-8
- CSc1ccccc1OCc1cc(C(=O)NC2CCOC(C)(C)C2)no1 (stereo not drawn)
    0.1	1	-0.2	-4	-3	6	0	-4	-2
- Nc1nc(Nc2cccc(Cl)c2)n[nH]1
    -0.6	1	0.5	-34	-16	1	-1	7	2
- Cn1c(C(O)c2ccc3c(c2)OCO3)nc2ccccc21 (stereo not drawn)
    .	4	0.9	0	6	-6	-1	.	-2
- COc1ccc(Nc2cc(Cl)ccc2C(=O)O)cn1
    -1.2	1	-1.8	-4	8	24	-5	10	5
- N#Cc1c(SCC(=O)Nc2ccc(Cl)cc2Cl)sc2c(O)cc(=O)[nH]c12
    0.5	2	0.8	-7	11	1	-4	-15	5
- Cc1c(Br)c([N+](=O)[O-])nn1C(C)C(=O)N1CCc2ccccc2C1 (stereo not drawn)
    0.5	1	-1.1	-3	-23	-3	4	6	5
- Cc1ccc(-c2nn(-c3ccccc3)cc2/C=C/C(=O)O)o1
    2.0	2	-0.5	1	-12	12	-1	-6	4
- O=C(CCOc1ccccc1)Nc1ccc(S(=O)(=O)Nc2ncccn2)cc1
    -0.6	2	-0.1	4	7	2	0	-19	-1
- Cc1cccc(NC(=O)c2cnc3ccccn3c2=O)c1
    0.5	3	0.0	19	3	2	-2	12	4
- Nn1c(SCC(=O)Nc2ccc(F)cc2)nnc1-c1ccccn1
    0.0	0	0.0	0	-16	-2	2	3	-5
- CCOc1ccccc1N1CCN(C(=O)c2csc(C)c2CC)CC1
    -0.5	8	-1.5	9	12	-3	-2	-9	2
- O=C(OCC(=O)c1c[nH]c2ccccc12)c1ccc([N+](=O)[O-])s1
    -0.5	-1	0.7	-16	.	-2	-3	19	-3
- CCc1ccc(NC(=O)CC2C(=O)N(c3cccc(OC)c3)C(=O)N2Cc2ccc(F)cc2)cc1 (stereo not drawn)
    0.3	2	-0.4	-22	-21	4	-1	.	-7
- CC([NH2+][O-])C(C)(C)NO (stereo not drawn)
    .	2	0.5	-21	6	.	-5	.	-3
- Cc1nn(Cc2ccccc2)c(C)c1NC(=O)CCCn1nc([N+](=O)[O-])c(Cl)c1C
    -1.4	1	0.1	-6	4	-5	-2	-5	2
- CC(C)(C)c1ccc(N=C2SCC(=O)N2Cc2cccs2)cc1
    -0.6	5	0.1	12	14	6	-1	1	-3
- N#Cc1c(Nc2ccc(F)cc2)sc(C(=O)c2ccc(F)cc2)c1N
    -0.7	4	-1.0	-15	-1	2	-3	-5	6
- COc1ccc(N2CCN(S(=O)(=O)c3ccc(OC)c(-c4noc(C)n4)c3)CC2)cc1
    0.5	2	-1.4	17	11	-10	0	.	-4
